M18AAP inhibitor: PfM18AAP enzyme inhibition | recombinant PfM18AAP, H-Glu-NHMec fluorogenic cleavage | inhibition, % at 7.35 µM | AID 1822 | 290,000 compounds, 1.2% hits;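 active means inhibition above the campaign mean inhibition over all tested compounds plus 3 SD, cut at about 28% in these data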;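 further: 0% = plate median of test compound wells and 100% = 2 mM ZnCl2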
VIM-2 inh: blocks Pseudomonas aeruginosa VIM-2 metallo-beta-lactamase; purified VIM-2, nitrocefin hydrolysis, epi-absorbance fluorescence; inhibition, % at 5.6 µM; 290,000 compounds, 0.89% hits;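 active means inhibition above the mean of all tested compounds plus 3 SD, cutoff set per screening run, cut at about 7.5% in these data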;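 further: red hydrolysis product quenches plate fluorescence so inhibitors raise well fluorescence; 0% = enzyme with DMSO and 100% = DMSO without enzyme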
pCIP destab: compounds decreasing mouse p/CIP protein stability; Q05BA5; F442A p/CIP-EGFP cells, EGFP fluorescence, 16 h; decrease of EGFP signal, % at 10 µM; 290,000 compounds, 0.01% hits;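 active means EGFP signal decrease of at least 30% at 10 µM or well 3 SD below plate mean, unless failing retest; inactive means the rest, including hits failing retest or dose response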; further: some compounds called inactive have numbers as strong as hits; many of its hits are not listed in these tables
NALP1 inh: inhibitors of NALP1 inflammasome in yeast; AID 2071; S. cerevisiae NALP1/ASC/caspase-1 growth, X-gal OD620, 72 h; 280,000 compounds, 0.61% hits; inhibition, % at 10 µM; in the data active means inhibition mostly above about 24%, no sharp cut-off; inactive means mostly below about 32%; further: some compounds called inactive have numbers as strong as hits
PHOSPHO1 block: PHOSPHO1 (human) inhibition; recombinant PHOSPHO1, absorbance phosphatase assay; Q8TCT1; inhibition, % at 13.3 µM; 290,000 compounds, 1.1% hits; in the data active means inhibition above about 60%
IDE act: boosts human insulin-degrading enzyme activity in HEK cells; P14735; FAbeta-B cleavage, fluorescence polarization; 0% vehicle, 100% cell-free pure enzyme wells; activation, % at 5.96 µM; 340,000 compounds, 0.073% hits; AID 493087;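 active means activation above the mean of all tested compounds plus 3 SD, set per screening campaign, cut at about 17% in these data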
Target sequence (P14735 whole entry, looked up): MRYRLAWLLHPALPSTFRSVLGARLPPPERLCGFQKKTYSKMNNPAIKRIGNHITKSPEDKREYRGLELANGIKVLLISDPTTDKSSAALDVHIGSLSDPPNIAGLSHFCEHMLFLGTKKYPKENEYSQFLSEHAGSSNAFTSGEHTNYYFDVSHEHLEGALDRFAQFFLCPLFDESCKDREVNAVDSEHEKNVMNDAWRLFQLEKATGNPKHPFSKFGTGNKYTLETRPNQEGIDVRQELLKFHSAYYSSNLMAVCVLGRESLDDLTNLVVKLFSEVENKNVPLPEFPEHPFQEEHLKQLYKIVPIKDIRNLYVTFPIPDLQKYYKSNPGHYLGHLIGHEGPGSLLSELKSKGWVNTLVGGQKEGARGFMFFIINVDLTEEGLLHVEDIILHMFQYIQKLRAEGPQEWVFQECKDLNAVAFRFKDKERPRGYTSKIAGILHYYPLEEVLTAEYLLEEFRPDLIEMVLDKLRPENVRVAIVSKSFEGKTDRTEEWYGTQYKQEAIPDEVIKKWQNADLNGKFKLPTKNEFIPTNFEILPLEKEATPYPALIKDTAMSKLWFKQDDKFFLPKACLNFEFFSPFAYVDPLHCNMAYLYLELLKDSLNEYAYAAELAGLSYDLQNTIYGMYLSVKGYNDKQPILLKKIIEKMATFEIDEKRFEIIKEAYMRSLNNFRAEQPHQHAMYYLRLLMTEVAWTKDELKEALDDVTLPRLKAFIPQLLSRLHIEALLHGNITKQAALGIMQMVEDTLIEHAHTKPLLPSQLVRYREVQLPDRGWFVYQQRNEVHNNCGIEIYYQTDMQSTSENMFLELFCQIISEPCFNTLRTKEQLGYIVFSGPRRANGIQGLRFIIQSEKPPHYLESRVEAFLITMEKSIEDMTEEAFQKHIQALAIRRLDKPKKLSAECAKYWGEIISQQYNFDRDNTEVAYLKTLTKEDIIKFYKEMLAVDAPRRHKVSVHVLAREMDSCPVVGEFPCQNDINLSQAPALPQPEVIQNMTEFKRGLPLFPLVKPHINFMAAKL
IMP-1 inh: blocks Pseudomonas aeruginosa IMP-1 metallo-beta-lactamase; purified IMP-1, nitrocefin hydrolysis, epi-absorbance fluorescence; inhibition, % at 5.6 µM; 290,000 compounds, 0.45% hits; AID 1556;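 active means inhibition above the mean plus 3 SD of all compounds in the same screening run, cut at about 4.5% in these data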;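 further: 0% = IMP-1 with DMSO and 100% = DMSO wells lacking enzyme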
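System – purified recombinant IMP-1 beta-lactamase · Input – IMP-1 dispensed at 0.2 nM · Timing – 15 min preincubation plus 25 min reaction at 25 °C · Signal – Epi-absorbance fluorescence, 480 nm excitation, 530 nm emission · Measure – percent IMP-1 inhibition derived from blank-referenced optical density · Controls – Enzyme-plus-DMSO low control, enzyme-free DMSO high control · Replication – singlicate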
IDE inh: inhibits human insulin-degrading enzyme in HEK cells; P14735; FAbetaB cleavage, fluorescence polarization; inhibition, % at 5.59 µM; 320,000 compounds, 0.41% hits; AID 434962;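 active means percent inhibition above the average of all tested compounds plus 3 SD, set per screening campaign, cut at about 16% in these data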;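 further: IDE supplied by intact live HEK cells; FP after avidin binding of uncleaved biotin substrate so inhibition keeps polarization high; 0% = DMSO wells and 100% = 60 µM reference IDE inhibitor Ii1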
GPR7 antagonist: antagonists of human GPR7 (neuropeptides B/W receptor 1); P48145; GPR7-expressing cells, fluorescence antagonist assay; inhibition, % at 4.4 µM; 290,000 compounds, 1.1% hits; in the data active means inhibition above about 16%, passing the limit was not always enough;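 further: cells stimulated with the agonist NPW; 0% = agonist with vehicle and 100% = vehicle without agonist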
Numbers without * were called inactive; / = not tested or not shown.

A first look (2 entries):
SMILES | M18AAP inhibitor | VIM-2 inh | pCIP destab | NALP1 inh | PHOSPHO1 block | IDE act | IMP-1 inh | IDE inh | GPR7 antagonist
CCn1c(SCC(=O)N/N=C/c2ccc(C)o2)nnc1-c1ccc(C)cc1 | 4 | -4.1 | 0 | 11 | -6 | 0 | -2.0 | 3 | -6
CCOC(=O)/C(C#N)=C1/SC(CC)C(=O)N1c1ccc(Br)cc1 (centres undefined) | 0 | -0.9 | -4 | 11 | 24 | -1 | -1.8 | -3 | -4

The listing, repeating the preview:
SMILES | M18AAP inhibitor | VIM-2 inh | pCIP destab | NALP1 inh | PHOSPHO1 block | IDE act | IMP-1 inh | IDE inh | GPR7 antagonist
CCn1c(SCC(=O)N/N=C/c2ccc(C)o2)nnc1-c1ccc(C)cc1 | 4 | -4.1 | 0 | 11 | -6 | 0 | -2.0 | 3 | -6
CCOC(=O)/C(C#N)=C1/SC(CC)C(=O)N1c1ccc(Br)cc1 (centres undefined) | 0 | -0.9 | -4 | 11 | 24 | -1 | -1.8 | -3 | -4
CCN(CC)c1ccc(/C=N/N2C(=O)c3ccccc3C2=O)c(O)c1 | -3 | 0.5 | -9 | 8 | 6 | 0 | 1.0 | 3 | -7
O=C1C(Cl)=C(N2CCOCC2)C(=O)N1c1ccccc1Cl | 25 | -2.9 | -9 | 24 | 1 | 4 | 3.4 | 4 | -3
CC1CCN(C(c2nnnn2CCc2ccccc2)C(C)C)CC1 (centres undefined) | -11 | -2.3 | -9 | 8 | 48 | 2 | -2.2 | 3 | -9
CCOc1ccc(Br)cc1S(=O)(=O)Nc1cccc(S(=O)(=O)N(C)c2ccccc2)c1 | -11 | -2.2 | 0 | 33 | -10 | 7 | -5.8 | 3 | -1
CC(OC(=O)c1ccccc1OCc1ccc(Cl)cc1)C(N)=O (centres undefined) | -4 | -0.8 | -2 | 8 | 28 | -1 | -2.0 | 5 | 6
COc1ccc(-c2nc3ccccc3c(=O)n2CCOc2c(C)cccc2C)cc1 | 9 | 0.2 | 1 | 24 | -3 | 0 | -0.5 | -1 | -3
COc1ccc2[nH]cc(CCNS(=O)(=O)c3ccc(F)cc3)c2c1 | -5 | -1.0 | -10 | 5 | 1 | 0 | -1.2 | -8 | 18
Cc1cc([N+](=O)[O-])ccc1NC(=S)NC(=O)Cc1ccccc1 | 4 | -1.1 | -13 | 12 | 11 | 6 | -2.9 | 0 | -8
O=C(Nc1cccc(Cl)c1)c1ccc(F)c(S(=O)(=O)N2CCN(c3ccccn3)CC2)c1 | 0 | -3.0 | -3 | 35 | -10 | -2 | -0.9 | 7 | 7
Cc1cc(C)cc(NC(=S)Nc2ccc3cn[nH]c3c2)c1 | 9 | -1.8 | -5 | 24 | -18 | 3 | -2.0 | -1 | -5
COc1ccc(OC)c(/C=C2\Oc3cc(OCC(=O)N4CCC[C@H]4C(=O)O)ccc3C2=O)c1 | 10 | 2.8 | -25 | 7 | 45 | -1 | -2.8 | 8 | -2
COc1ccc(OC)c(C2C(C(=O)c3cccs3)=C(O)C(=O)N2CCN2CCOCC2)c1 (centres undefined) | 17 | 2.4 | 1 | 1 | 19 | 3 | -0.6 | / | 0
CCOC(=O)C1CCN(c2ncnc3c2[nH]c2cccc(OC)c23)CC1 | -8 | 8.4* | -3 | 14 | -4 | -3 | -2.8 | 4 | 14
O=C(Nc1ccc(Br)cc1)c1cccc2c1C(=O)N(C1CCCCC1)C2 | 5 | -1.4 | -2 | 3 | 40 | -1 | -3.1 | -4 | -1
COc1ccc(C(=O)Nc2nc(N)n(-c3ccccc3)n2)cc1 | 3 | -5.9 | 1 | 22 | 10 | 2 | -2.4 | 1 | -1
CCOC(=O)CCc1c(C)c2ccc(OCC(=O)OC(C)C)cc2oc1=O | 2 | -4.8 | -6 | 44 | -34 | 5 | -3.0 | 1 | -14
O=C1C(N2CCOCC2)=C(n2nnc3ccccc32)C(=O)c2ccccc21 | 0 | 0.8 | -18 | 10 | 25 | 13 | -6.2 | 4 | -5
O=C(Nc1nccs1)c1ccc(-c2ccc(Cl)cc2)o1 | -4 | -1.1 | 2 | 9 | 37 | 1 | -0.3 | -10 | -10
CCc1ccc(NC(=S)N(CCCN2CCOCC2)Cc2ccco2)cc1 | 0 | -1.2 | 10 | 7 | -18 | 5 | -2.6 | 0 | -1
Cn1c(SCC(=O)Nc2sccc2C#N)nnc1-c1ccccc1 | -6 | -2.3 | -4 | -2 | 33 | -1 | -4.1 | -4 | -9
CCC(C)Sc1cc(C)c(C#N)c2nc3ccccc3n12 (centres undefined) | 2 | 10* | -18 | 27 | 9 | -4 | -2.3 | -1 | -13
Cc1oc2c(c1C(=O)NCc1cccnc1)C(=O)c1ccccc1C2=O | 6 | 9.2* | / | 11 | 12 | / | -0.8 | -10 | -17
O=C(CSc1nnc(-c2ccccc2)c(-c2ccccc2)n1)N1CCOCC1 | 3 | -2.7 | -11 | -21 | 12 | -2 | -3.3 | -2 | 9
SMILES | M18AAP inhibitor | VIM-2 inh | pCIP destab | NALP1 inh | PHOSPHO1 block | IDE act | IMP-1 inh | IDE inh | GPR7 antagonist
COc1ccc(OCC(=O)Nc2ccc(NC(=O)c3cccs3)c(OC)c2)cc1 | -17 | 0.6 | -8 | 13 | 37 | -2 | -1.0 | -4 | -9
c1cc2c3c(cccc3c1)NC(c1ccc3c(c1)OCO3)N2 | 28 | 3.3 | 2 | 32 | 27 | 5 | 0.9 | -3 | 0
COc1ccc(NS(=O)(=O)c2cc(OCC(N)=O)c(C)cc2Cl)cc1 | -19 | 0.8 | 4 | 22 | -3 | 2 | -0.4 | 5 | -3
Cn1c(=O)c2c3c(sc2n2cnnc12)CCC3 | -13 | 2.2 | -24 | 13 | -1 | 0 | -2.4 | -1 | -3
CC(=O)c1ccc(Oc2cc(C)nc(-n3nc(C)cc3C)n2)cc1 | -10 | 2.4 | 15 | 21 | 52 | 2 | -2.5 | 5 | 6
CC(C)CC(NC(=O)C1CCC(C)CC1)C(=O)NCc1ccccn1 (centres undefined) | 6 | -5.6 | -7 | -3 | 15 | 0 | -5.7 | 0 | 5
CC1CC(=O)N(CC(=O)Nc2ccc(F)cc2F)c2ccccc2S1(=O)=O (centres undefined) | 0 | -2.5 | -1 | 10 | 18 | 5 | -3.4 | 5 | -4
COc1cccc(-n2c(SCC(=O)NC3CCCCC3)nc3n[nH]c(C)c3c2=N)c1 | -9 | -5.7 | 0 | -7 | 39 | 4 | -4.8 | 1 | -13
O=c1ccc(/C=C/c2ccccc2)nn1Cc1ccccc1 | 2 | -4.2 | -5 | -5 | 0 | 2 | -2.8 | 0 | 9
CCOc1ccc(N(CC(=O)NCCSc2ccccn2)S(C)(=O)=O)cc1 | 1 | -3.0 | -7 | 0 | 24 | -2 | -3.5 | -1 | -15
CCCOC(=O)c1ccc(NC(=O)c2cn(CC)c3nc(C)ccc3c2=O)cc1 | -4 | 0.0 | -10 | 0 | 10 | / | -2.1 | / | -11
CCN1CCc2c(sc(N)c2C(N)=O)C1 | -6 | 0.7 | 7 | 11 | 18 | 2 | 2.1 | 5 | -4
COc1ccccc1NC(=O)Cn1c(O)c(N=NC(=O)c2ccccc2O)c2ccccc21 | -5 | 2.1 | -5 | 14 | 8 | 2 | -0.2 | -1 | -4
Clc1cccc(Nc2nc(N3CCOCC3)nc(N3CCOCC3)n2)c1 | -2 | -4.0 | -6 | 3 | 24 | -2 | -3.8 | 3 | -11
COc1cc(C(=O)NC2=NCCS2)ccc1OCc1c(C)noc1C | 1 | -1.0 | 5 | 4 | 1 | -1 | -1.3 | 2 | 17
CC1CCCC(NC(=O)CN2C(=O)c3cccnc3Oc3ccc(Cl)cc32)C1C (centres undefined) | 3 | -1.5 | -5 | 29 | 34 | 1 | -1.6 | 1 | 18
COc1ccc(-n2cnc3sc(-c4ccccc4)cc3c2=O)cc1 | 3 | -3.5 | -7 | 8 | 8 | 1 | -1.8 | 0 | 2
CCC1=NN(C(=O)CCc2ccccc2O)C(O)(C(F)(F)F)C1 (centres undefined) | 4 | -1.5 | 0 | -9 | 12 | 7 | -1.9 | -1 | 3
Cc1cc(C)c2c(N)c(C(=O)NC3CC3)sc2n1 | 4 | -0.8 | -18 | 5 | 28 | 0 | -3.0 | -2 | -7
CN(C)/N=C/c1ccc(P(c2ccc(/C=N/N(C)C)o2)c2ccc(/C=N/N(C)C)o2)o1 | 5 | -4.6 | -4 | -8 | 27 | / | -4.8 | -6 | -1
COc1ccccc1NC(=O)CSc1ccc2nnc(CCNC(=O)c3ccccc3)n2n1 | -4 | 0.9 | 7 | 7 | 23 | 5 | -0.4 | 3 | -5
O=C(NCC1CCOCC1)c1ccc2nc(Cc3cccc(Cl)c3)oc2c1 | -3 | -2.3 | -6 | -5 | -1 | -3 | -2.7 | 5 | 4
Cc1cc(/C=N/NC(=O)c2cccc([N+](=O)[O-])c2)c(C)n1-c1ccc(Cl)cc1Cl | -4 | -2.3 | 1 | 23 | 17 | 4 | -1.6 | 4 | 10
CC(=O)Nc1ccc(NC(=O)CC2SC(=O)N(CC(=O)c3ccccc3)C2=O)cc1 (centres undefined) | -56 | 3.0 | -21 | 16 | 24 | -3 | 1.6 | 8 | -4
COC(=O)N(NC(=O)C(O)(C(C)C)C(C)C)c1ccccc1 | -2 | -2.2 | 3 | -4 | -14 | 4 | -2.5 | -1 | 3
COc1ccc(CNC(=O)C2CCCN(S(=O)(=O)c3cnc[nH]3)C2)cc1 (centres undefined) | 0 | -0.3 | 13 | 21 | 7 | 2 | -0.1 | 5 | 29*
Cc1ccc(C(c2nnnn2Cc2cccs2)N2CCN(C(=O)c3ccco3)CC2)cc1 (centres undefined) | 2 | 0.1 | 2 | 31 | -3 | -4 | 0.1 | 6 | 7
CC(=O)N1CCN(c2ccc(NC(=O)c3cc(Cl)ccc3Cl)cc2)CC1 | -16 | -0.5 | -7 | 12 | 14 | 6 | -0.9 | 1 | -4

4 compounds picked at random from the list so far, as already listed:
SMILES | M18AAP inhibitor | VIM-2 inh | pCIP destab | NALP1 inh | PHOSPHO1 block | IDE act | IMP-1 inh | IDE inh | GPR7 antagonist
COc1ccc(NS(=O)(=O)c2cc(OCC(N)=O)c(C)cc2Cl)cc1 | -19 | 0.8 | 4 | 22 | -3 | 2 | -0.4 | 5 | -3
CC(=O)N1CCN(c2ccc(NC(=O)c3cc(Cl)ccc3Cl)cc2)CC1 | -16 | -0.5 | -7 | 12 | 14 | 6 | -0.9 | 1 | -4
CC(C)CC(NC(=O)C1CCC(C)CC1)C(=O)NCc1ccccn1 (centres undefined) | 6 | -5.6 | -7 | -3 | 15 | 0 | -5.7 | 0 | 5
CN(C)/N=C/c1ccc(P(c2ccc(/C=N/N(C)C)o2)c2ccc(/C=N/N(C)C)o2)o1 | 5 | -4.6 | -4 | -8 | 27 | / | -4.8 | -6 | -1

From PubChem
